USP1-UAF1 inh: Inhibitors of USP1/UAF1: Primary Screen; 390,000 tested, 0.23% active; Potency, µM (titrated, usually from 57.1 µM), without a hit: at the highest dose activity change, negative = inhibition, usual class: inhibitors; recombinant USP1/UAF1, Ub-Rhodamine cleavage fluorescence; further: potency means the concentration at half of the fitted maximal effect; on the % scale 0 is the no-effect control and ±100 the full control effect; nearly all actives have a fitted effect of over 60% in size; inactives centre near -12
Target sequence (O94782 whole entry, looked up): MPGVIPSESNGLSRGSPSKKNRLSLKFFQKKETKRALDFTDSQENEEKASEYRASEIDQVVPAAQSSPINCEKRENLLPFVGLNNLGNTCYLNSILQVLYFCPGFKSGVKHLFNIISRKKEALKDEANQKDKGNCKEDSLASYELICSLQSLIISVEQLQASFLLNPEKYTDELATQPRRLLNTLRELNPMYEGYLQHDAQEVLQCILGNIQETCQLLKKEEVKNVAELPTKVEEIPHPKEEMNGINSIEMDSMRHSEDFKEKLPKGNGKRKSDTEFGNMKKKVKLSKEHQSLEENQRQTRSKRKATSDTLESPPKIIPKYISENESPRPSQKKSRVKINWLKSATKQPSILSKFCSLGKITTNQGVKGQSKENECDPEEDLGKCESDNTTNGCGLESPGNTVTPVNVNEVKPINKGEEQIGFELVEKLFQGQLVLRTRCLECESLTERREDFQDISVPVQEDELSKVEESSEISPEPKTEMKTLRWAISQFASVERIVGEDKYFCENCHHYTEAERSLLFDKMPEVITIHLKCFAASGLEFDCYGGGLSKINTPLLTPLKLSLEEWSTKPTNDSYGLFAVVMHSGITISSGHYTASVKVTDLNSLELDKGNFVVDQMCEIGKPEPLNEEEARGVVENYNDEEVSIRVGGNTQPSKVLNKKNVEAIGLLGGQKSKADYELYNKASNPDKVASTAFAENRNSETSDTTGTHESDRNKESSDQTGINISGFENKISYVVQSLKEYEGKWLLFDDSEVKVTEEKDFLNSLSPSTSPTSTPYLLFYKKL
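1 nM enzyme complex + cpd, 15 min RT; start with Ub-Rho 150nM final; kinetic fluorescence ex 480/em 540, 6 reads q60 s. Buffer 50mM HEPES pH 7.8, 0.5mM EDTA, 0.1 mg/ml BSA, 1mM TCEP, 0.01% Tween-20.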
Pin1 inh: qHTS Assay to Find Inhibitors of Pin1; AID 504891, 2011; Pin1 FP peptide displacement, HiFluor488, 10 min; Potency, µM (doses to about 115 µM), without a hit: at the highest dose activity, negative = inhibition, usual class: inhibitors; 390,000 tested, 0.009% active; active means well fitted inhibition curve with a large enough effect in the polarisation, with a control signal flat, not every such curve was filed as active; inconclusive means small, poorly fitted or top-dose-only effect, or effect the other way, or a change in a side signal; inactive means no such curve, though single readings can be large or run the other way; the % refers to the polarisation; further: potency means the concentration at half of the fitted maximal effect; on the % scale 0 is the no-effect control and ±100 the full control effect
Target sequence (Q13526 whole entry, looked up): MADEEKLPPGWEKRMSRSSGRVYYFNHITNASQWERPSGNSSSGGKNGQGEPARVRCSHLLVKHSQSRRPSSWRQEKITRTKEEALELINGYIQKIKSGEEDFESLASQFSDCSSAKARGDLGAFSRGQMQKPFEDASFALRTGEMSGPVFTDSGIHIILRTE
TRHR PAM: qHTS for Small Molecule Agonists and Allosteric Enhancers of Human TRH Receptor: Primary Screen for Enhancers; 360,000 tested, 0.66% active; Thyrotropin-releasing hormone receptor (Homo sapiens), P34981; AID 493056, 2011; enhancement, % at 2 µM; TRHR cells, fluo-8 calcium fluorescence, EC20 TRH enhancement; in the data active means enhancement above about 30%; further: 0% is about no effect
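TRHR-expressing cells loaded with fluo-8 calcium dye were read kinetically (ex 480/em 530) during compound addition, then stimulated with an EC20 of TRH (10 nM final). Enhancement of the Gq-mediated intracellular calcium response was scored.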
TrxR1 inh: qHTS Assay for Inhibitors of Mammalian Selenoprotein Thioredoxin Reductase 1 (TrxR1): qHTS; recombinant rTrxR1, NADPH fluorescence consumption, selenite substrate; Potency, µM (titrated, usually from 114 µM), inactives show at the highest dose activity change, negative = inhibition, actives largely listed as inhibitors; 390,000 tested, 1% active; AID 588453, 2011; further: potency means the concentration at half of the fitted maximal effect; on the % scale 0 is the no-effect control and ±100 the full control effect; nearly all actives have a fitted effect of over 65% in size
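Rat TrxR1 (90 nM in the dispensed reagent) was pre-reduced with 400 uM NADPH for 5 min at room temperature, then incubated with compound for 15 min. After 400 uM selenite was added, NADPH fluorescence (Ex 340/Em 450 nm) was followed for 8 min.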
TRHR agonist: qHTS for Small Molecule Agonists and Allosteric Enhancers of Human TRH Receptor: Primary Screen for Agonists; TRHR cells, calcium flux fluo-8, FDSS agonist mode; 360,000 tested, 0.18% active; activation, % at 2 µM; Thyrotropin-releasing hormone receptor (Homo sapiens), P34981; in the data active means activation above about 30%; further: 0% is about no effect
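Agonist-mode FDSS calcium read (Ex 480/Em 530, 1 s cycles) in 1536-well TRHR cells with fluo-8 dye, after 10-cycle baseline and 23 nL compound addition; TRH at EC20 (10 nM final) added afterwards for the enhancer phase.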
TrxR1 substrate: qHTS Assay for Substrates of Mammalian Selenoprotein Thioredoxin Reductase 1 (TrxR1): qHTS | AID 588456, 2011 | Potency, µM (titrated, usually from 114 µM), for inactives: at the top dose activity change, negative = substrate turnover | 390,000 tested, 0.01% active | Thioredoxin reductase 1, cytoplasmic (Rattus norvegicus), O89049 | purified TrxR1 substrate turnover, NADPH consumption readout; further: potency means the concentration at half of the fitted maximal effect; on the % scale 0 is the no-effect control and ±100 the full control effect; nearly all actives have a fitted effect of over 50% in size
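Rat TrxR1, dispensed at 90 nM, was prereduced with 400 uM NADPH (final) for 5 min at ~22 deg C, then incubated with compound 15 min before 400 uM selenite. A first-read NADPH fluorescence drop versus no-compound background flagged substrates.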
mIDH1 inhibitor: qHTS for Inhibitors of mutant isocitrate dehydrogenase 1 (IDH1): qHTS; Isocitrate dehydrogenase [NADP] cytoplasmic (Homo sapiens), O75874; IDH1-R132H enzyme, NADPH consumption, diaphorase/resazurin fluorescence; Potency, µM (highest dose often 76.6 µM), inactives show at the top dose activity change, negative = inhibition, usual class: inhibitors; 390,000 tested, 0.093% active; further: potency means the concentration at half of the fitted maximal effect; on the % scale 0 is the no-effect control and ±100 the full control effect; nearly all actives have a fitted effect of over 65% in size
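IDH1-R132H (0.5 ug/mL) preincubated 30 min with compound, then NADPH (0.016 mM) and alpha-KG (2 mM) added; 80 min at RT, pH 7.5. Remaining NADPH coupled via diaphorase/resazurin to fluorescence (540/590 nm); concentration-response curves normalized to no-enzyme control.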
D2 antag: HTS Assay for Allosteric Antagonists of the Human D2 Dopamine Receptor: Primary Screen for Antagonists. HEK293 TREx D2 cells, calcium flux, dopamine EC80. inhibition, % at 10 µM. 340,000 tested, 2% active. AID 485344, 2010; in the data active means inhibition above about 30%; further: 0% is about no effect
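Dopamine at EC80 is the agonist stimulus; test compounds precede it by 180 s. Calcium flux read kinetically in a force-coupled, inducible HEK293 T-REx D2 cell line.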
D2 agonist: HTS Assay for Allosteric Agonists of the Human D2 Dopamine Receptor: Primary Screen for Agonists. D(2) dopamine receptor (Homo sapiens), P14416. HEK293 T-REx D2 cells, calcium flux agonist mode. activation, % at 2 µM. 340,000 tested, 0.53% active;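 active means activation over 3 SD above normal in the single-dose calcium agonist read, cut at about 30% in these data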; further: 0% is about no effect
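Tetracycline-induced HEK293 T-REx cells with force-coupled D2 receptor, plated overnight at 30 C, loaded with no-wash calcium dye. After a 10 s baseline, compound was pin-added and calcium flux read kinetically for 180 s; calcium rises flagged agonists.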
* = called active by the depositor; u = inconclusive; x = no result given; & = joins results of further samples; [ ] = remark or other dose. Unless noted, the call rests on the fitted dose curve; in most records, active means well fitted inhibition curve with a large enough effect; inconclusive means small, poorly fitted or top-dose-only effect; inactive means no such curve, though single readings can be large or run the other way. An excerpt. The share of hits here may be higher or lower than overall.

SMILES	TRHR agonist	mIDH1 inhibitor	D2 antag	TrxR1 inh	Pin1 inh	USP1-UAF1 inh	TrxR1 substrate	D2 agonist	TRHR PAM
CCCCn1c(N)c(N(CC(C)C)C(=O)C2CCN(C(=O)c3ccc(Cl)cc3)CC2)c(=O)[nH]c1=O	0.0	8%	-15	15%	-2%	-17%	6%	-0.4	-1
Cc1ccc(-c2nc3ccc(Cl)cc3c(=O)n2O)cc1	-1.0	0%	4	10%	1%	-11%	0%	16	10
O=C1CN(C(=O)c2ccccn2)c2ccccc2N1	0.9	-1%	4	9%[57.1 µM]	0%	-20%	6%	0.9	-2
CCN(CC)CCn1cnc2c([nH]c3cccc(OC)c32)c1=O	-0.4	2%	-12	u	0%	-3%	304%[activator]	0.5	-1
O=C(NNC(=O)c1cc(-c2cccnc2)nc2ccccc12)Nc1ccc(Cl)cc1	1.4	-8%	7	8%	7%	-18%	-5%	1.3	-4
Cc1ccccc1Nc1nc(N)nc(COC(=O)[C@@H](NC(=O)c2ccccc2Cl)C(C)C)n1	0.3	-1%	14	16%	4%	-5%	0%	0.4	3
O=C(NCc1ccc2c(c1)OCO2)c1nc(S(=O)(=O)Cc2ccccc2)ncc1Cl	-0.5	-4%	-5	11µM*	8%	-5%	3%	0.1	-5
Nc1nccnc1C(=O)OCC(=O)C12CC3CC(CC(C3)C1)C2	0.3	2%	4	55%[activator]	5%	-12%	155%[activator]	0.1	4
CC(C)Oc1ccc(C(=O)Nc2ccc([N+](=O)[O-])cc2)cc1	0.5	0%	-9	23%	1%	-21%	1%	1.1	-3
COc1ccc(C2=NOC(COC(=O)c3ccc4ccccc4n3)C2)cc1 (configuration not stated)	0.3	5%	-4	12%[57.1 µM]	3%	-18%	8%[57.1 µM]	0.2	-3
N#Cc1nc(COc2cccc(Cl)c2)oc1N1CCN(c2ccccc2)CC1	0.7	1%	-2	23%	-2%	-20%	10%[57.1 µM]	1.2	-7
Cc1nc(SCC(=O)NCc2ccco2)[nH]c(=O)c1C	0.0	12%	-13	12%	-14%	-17%	9%[57.1 µM]	0.4	5
CCc1ccc(CN(C(=O)c2ccco2)C2CCS(=O)(=O)C2)cc1 (configuration not stated)	0.2	3%	x	15%[57.1 µM]	-2%	-12%	15%[0.0914 µM]	x	-1
CN(Cc1ccc(F)cc1)C(=O)C(Cc1ccccc1)NC(=O)c1ccccc1 (configuration not stated)	-1.1	0%	-12	24%	-4%	-21%	2%	0.0	-6
Cc1ccc(C2C3CN(C(C)C)CC=C3C(C#N)=C(N)C2(C#N)C#N)cc1 (configuration not stated)	29	u	21	u	u	u	81%[activator]	7.4	-4
O=C(COc1ccc(-c2nnco2)cc1)N1CCN(S(=O)(=O)c2ccccc2)CC1	-0.3	3%	8	13%	u	-14%	8%	0.0	2

Arranged by count of non-hydrogen atoms (descending): 3 of the compounds above
SMILES	TRHR agonist	mIDH1 inhibitor	D2 antag	TrxR1 inh	Pin1 inh	USP1-UAF1 inh	TrxR1 substrate	D2 agonist	TRHR PAM
CCCCn1c(N)c(N(CC(C)C)C(=O)C2CCN(C(=O)c3ccc(Cl)cc3)CC2)c(=O)[nH]c1=O	0.0	8%	-15	15%	-2%	-17%	6%	-0.4	-1
Cc1ccccc1Nc1nc(N)nc(COC(=O)[C@@H](NC(=O)c2ccccc2Cl)C(C)C)n1	0.3	-1%	14	16%	4%	-5%	0%	0.4	3
CN(Cc1ccc(F)cc1)C(=O)C(Cc1ccccc1)NC(=O)c1ccccc1 (configuration not stated)	-1.1	0%	-12	24%	-4%	-21%	2%	0.0	-6

Following part.
SMILES	TRHR agonist	mIDH1 inhibitor	D2 antag	TrxR1 inh	Pin1 inh	USP1-UAF1 inh	TrxR1 substrate	D2 agonist	TRHR PAM
CCC1(CC)NC(=O)N(CC(=O)OCC(=O)NC(=O)c2ccc(Cl)cc2)C1=O	0.3	4%	x	18%[57.1 µM]	-4%	-5%	-9%[57.1 µM]	x	-6
CC(=O)NC(=S)Nc1sc2c(c1C(N)=O)CCC(C)C2 (configuration not stated)	-0.9	7%	-2	-4%[57.1 µM]	-3%	-22%	-4%[57.1 µM]	-1.0	-5
Cc1ccc(-c2ccc(CCC(=O)O)n2NC(N)=S)cc1	1.7	6%	-8	-18%	7%	9%	2%	2.4	4
CC(=O)CCc1oc2ccc(C)cc2c1-c1ccc(C)o1	-0.4	6%	-5	u	6%	-18%	-15%[57.1 µM]	0.4	2
COc1cc(C)c(CN2CCC(n3nccc3NC(=O)C3CC3)CC2)cc1C	0.2	0%	x	17%	-11%	-20%	4%	x	1
Cc1ccc(C(=O)c2c(N)c(C(=O)Nc3ccccc3Cl)c3ccccn23)cc1	0.4	x	x	10%	4%	11%	6%	0.2	1
Cc1ccc2nc(NCCc3ccc(Cl)cc3)c3nncn3c2c1	0.5&-0.3	10%&-2%	3	31%&26%[activator]	2%&13%	-4%&-18%	9%&16%	0.1&-0.3	8&15
CCN(CC)c1ccc(/C=N/N2CCN(Cc3ccccc3Cl)CC2)cc1	0.6	4%	-6	2%[2.29 µM]	0%	-9%	4%[57.1 µM]	0.7	0
Cc1ncc(CN2CCC(CO)(Cc3ccccc3)CC2)s1	-1.1	-3%	1	4%	u	-15%	2%	3.3	-2
COc1ccc(NC(=O)c2cc3c(s2)-c2c(C)cccc2OC3)c(OC)c1	0.0	-8%	x	16%	17%	-14%	2%	-0.3	0
Cc1cc(C(=O)CNCc2ccco2)c(C)n1-c1ccc(F)cc1	-0.3	-5%	7	4%	-7%	-10%	15%	0.0	0
Cc1ccc(OCC(=O)Nc2ccc(C(=O)OCc3cc(=O)n4c(C)csc4n3)cc2)cc1	0.2	17%	x	11%[57.1 µM]	48%[activator]	u	11%[57.1 µM]	-1.7	-9
COc1cc(NC(=O)c2ccc(COCC(F)(F)F)o2)cc(OC)c1OC	0.1	-1%	15	18%	8%	-2%	5%	0.3	3
Cc1cc(F)ccc1NC(=O)CN1C(=O)CCc2cc(S(=O)(=O)N3CCOCC3)ccc21	0.1	15%	x	5%[57.1 µM]	-2%	-22%	0%[57.1 µM]	-0.3	-8
COC(=O)C1=C(CSCc2ccco2)NC(=O)NC1c1cc(C)ccc1C (configuration not stated)	-1.3	2%	5	-48%	-4%	-22%	-7%	0.4	0
CCc1noc(C)c1C(=O)N(CC)CC(=O)NCc1ccc(Cl)cc1	0.1	-7%	-15	22%	4%	3%	2%	1.1	-4
CCOC(=O)C1(Cc2cccc(F)c2)CCN(C(=O)Cc2cccnc2)CC1	-0.1	11%	-7	31%[57.1 µM]	-4%	-10%	-12%[57.1 µM]	0.5	2
Cc1nn(-c2nc3ccccc3[nH]2)c(N)c1-c1ccccc1	0.8	4%	0	0%	-3%	-15%	-10%	-0.1	2
Cc1ccc2cc(-c3noc(C4CCCCC4)n3)c(=O)[nH]c2c1	-2.7	7%	-4	-17%	4%	-24%	-2%	-0.9	8
Cc1ccc(Cn2ccnc2SCC(=O)Nc2nnc(C)s2)cc1	0.1	8%	x	6%[57.1 µM]	-9%	-20%	-2%[57.1 µM]	-0.5	0
COc1ccc(NC(=O)CCNC(=O)Cn2cnc3sc4c(c3c2=O)CCCC4)cc1OC	0.1	-3%	7	-19%	8%	-16%	-8%	0.3	21
COc1ccccc1C(=O)NC(CCSC)C(=O)NCC(c1ccco1)N(C)C (configuration not stated)	0.3	5%	-6	1%	2%	-6%	-2%	0.2	0
CC1(C)CC(O)C(CCC(O)c2ccccc2)C(C)(C)N1 (configuration not stated)	-0.2	11%	-4	-3%	-11%	-8%	-6%	-0.3	4
CCCNC(=O)Cn1cnc2sc(C(=O)N3CCCC(C(=O)OCC)C3)c(C)c2c1=O (configuration not stated)	0.5	0%	-6	9%[57.1 µM]	-2%	-21%	9%[57.1 µM]	0.5	-6
CN(CC(=O)Nc1ccc(F)cc1)C(=O)CN1C(=O)NC2(CCCC2)C1=O	0.0	8%	1	19%	2%	-2%	3%	0.2	2
O=C(NCC1CCCN(Cc2nccs2)C1)c1cccc2ccccc12 (configuration not stated)	0.6	4%	-2	2%	-8%	-15%	8%	0.1	-3
Cc1cnc(C(=O)OC(C)C(=O)NCc2ccccc2)cn1 (configuration not stated)	0.1	1%	-6	-10%	5%	-6%	-4%	-1.8	3
Cc1noc(C)c1C(=O)OCC(=O)NCc1ccccc1	0.0	-13%	1	18%	1%	-12%	1%	-0.2	1
CCOc1ccc(CCNC(=O)COC(=O)c2ccc(Cl)nc2)cc1OCC	-0.2	3%	-7	22%	3%	-5%	5%	-0.4	6
Cn1c(CCNC(=O)c2cc(COc3ccc(F)c(F)c3)on2)nc2ccccc21	0.4	2%	-1	14%	0%	-17%	1%	-0.6	-6
O=C(COc1ccc(Cl)cc1)Nc1ccc(C(=O)OCc2cc(=O)n3ccsc3n2)cc1	0.4	-6%	x	22%[57.1 µM]	34%[activator]	-3%	2%[57.1 µM]	-1.5	18
Cc1ccc(S(=O)(=O)NCCC(=O)Nc2nccs2)cc1	-1.3	1%	11	28%	4%	-5%	14%	-2.4	-7
CCOc1ccc(C(=O)NNC2CC(=O)N(CCc3ccccc3)C2=O)cc1OC (configuration not stated)	-0.2	6%	-10	-9%	0%	-14%	-4%	0.0	6
CCOC(=O)c1sc(N)nc1C(F)(F)F	x	8%	x	22%	9%	u	6%	x	x
